Screening results as filed in PubChem BioAssay.
CDK5 p35 inh: inhibitors of human CDK5/p35 kinase, primary screen, biochemical, single concentration; Recombinant CDK5/p35, ADP-Glo luminescence, 60 min; inhibition, % at 10 µM; hit rate 0.01% among 330,000; Cyclin-dependent kinase 5 (Homo sapiens) + Cyclin-dependent kinase 5 activator 1 (Homo …; AID 488839, 2010;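 active means highest replicate inhibition of at least 50% and at least 75% of replicates reaching 50%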;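 further: plate controls were DMSO neutral control for no effect and GW8510 at 10 µM for full effect; many of its hits are not listed in these tables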
PKA-R1A activ: activators of PKA-R1A holoenzyme, primary screen, biochemical, fluorescence polarization, Cy5-IP20, bovine R1A, mouse PKAc. PKA-R1A dissociation; scaled: DMSO 0%, 113 µM cGMP 100%. activation, % at 11.4 µM. hit rate 0.083% among 340,000. cAMP-dependent protein kinase type I-alpha regulatory subunit (Bos taurus) + …;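 active means percent activation above the mean of all tested compounds plus 3 SD, cut at about 19% in these data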;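 further: higher means more PKAc released from R1A so a rise in polarization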
SUMO Mot1 rescue: yeast Mot1-301 growth rescue at high temperature, primary screen, SUMOylation pathway inhibitor project, S. cerevisiae, ATP luminescence, 38.5C; S. cerevisiae Mot1-301 growth rescue; percent above DMSO median, 100 means doubled; hit rate 1% among 320,000; AID 2716, 2010; growth rescue, % at 18.8 µM;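 active means every valid replicate shows activation above 250% relative to neutral control wells; inactive means the rest, any valid replicate at or below 250%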;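 further: OY570 slx delta 5 strain wells were the positive control but not used for scaling; some compounds called inactive have numbers as strong as hits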
MITF act: activators of MITF-driven TRPM1 promoter reporter, primary screen, cell-based, SK-MEL-5, luciferase, single point; SK-MEL-5 TRPM1-promoter luciferase, 24 h; % of positive control, neutral wells = 0; activation, % at 12.5 µM; hit rate 0.75% among 300,000;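 active means mean activation of at least 80% with every replicate also reaching 80%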;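 further: 0% = neutral control wells and 100% = parthenolide positive control wells; values of inactives mirror those of a sister screen read the other way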
NSD2 HMT inh: NSD2 histone methyltransferase inhibitors, primary screen, biochemical, AlphaScreen, single concentration, set 2 | hit rate 0.54% among 310,000 | Histone-lysine N-methyltransferase NSD2 (Homo sapiens), O96028 | inhibition, % at 12.5 µM | NSD2 peptide methylation, 120 min | AID 743445, 2014; in the data active means inhibition above about 50%
SR-BI uptake up: activators of SR-BI mediated DiI-HDL uptake, primary screen, ldlA[mSR-BI] CHO cells, DiI fluorescence; AID 504775, 2011; activation, % at 12.5 µM; 3 h; 100 = double the neutral-control signal; hit rate 0.096% among 320,000;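 active means mean replicate activation of at least 60% and every replicate at or above 60%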;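 further: 0% = median plate neutral-control signal and 100% = twice that signal; values of inactives mirror those of a sister screen read the other way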
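Test system: SR-BI-overexpressing, LDLR-lacking CHO cells; Also added: labelled HDL, 10 µg/mL; Measured by: bottom-read cell fluorescence after medium removal, ex 550/em 595 nm; Timing: 3 h uptake period with compound, 37 °C; Buffer or medium: F12, 0.5% BSA, 25 mM HEPES; Doses: single compound concentration, delivered by pin transfer.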
SR-BI HDL uptake: inhibitors of SR-BI mediated HDL lipid uptake, primary screen, ldlA[mSR-BI] cells, fluorescence, single point. hit rate 0.96% among 320,000. inhibition, % at 12.5 µM. ldlA[mSR-BI] CHO cells, DiI-HDL uptake fluorescence, 3 h. Scavenger receptor class B member 1 (Mus musculus), Q61009;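 active means mean replicate inhibition of at least 70% and a set share of replicates each scoring 70 or more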;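 further: 0% = median of neutral control wells and 100% = median of positive control wells; values of inactives mirror those of a sister screen read the other way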
PKA-R2B activ: activators of PKA-R2B holoenzyme, primary screen, biochemical, fluorescence polarization, Cy5-IP20, human | cAMP-dependent protein kinase catalytic subunit beta (Homo sapiens) + cAMP-dependent … | PKA-R2B holoenzyme dissociation; R2B truncated from residue 108, S112A mutant; 0% DMSO only, 100% 113 µM cGMP | activation, % at 11.4 µM | hit rate 0.079% among 340,000 | AID 504700, 2011;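 active means activation above a cutoff set at the mean over all compounds plus 3 SD, cut at about 18% in these data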;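 further: higher means more holoenzyme dissociation and a rise in polarization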
Arr AP2 block: inhibitors of beta-arrestin/AP2 binding, primary screen, biochemical, GPCR trafficking, flow cytometry. hit rate 0.31% among 340,000. beta-arrestin 1 C-terminal peptide binding to AP2 beta2-adaptin appendage (human). inhibition, % at 10 µM. FITC-arrestin peptide / GST-AP2 beads; AP2 beta2 appendage carries R879A mutation;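 active means inhibition above a set limit, near 3 SD of compounds lacking own fluorescence, cut at about 54% in these data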;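 further: plate controls were DMSO wells for no effect and 5 µM unlabelled arrestin peptide for full effect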
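Test system: GST-tagged AP2 beta2-adaptin appendage (R879A) on 4 µm glutathione beads; also added: fluorescein-tagged arrestin peptide at 50 nM final; timing: 12 min plus 1 h, RT; signal: flow cytometry, FL1 (488/535 nm); read-out: percent drop in bead-associated FITC signal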
Pemphigus Ab inh: inhibitors of pemphigus antibody binding to DSG3, primary screen, biochemical, bead-based, flow cytometry, scFv-GFP; Desmoglein-3 (Homo sapiens), P32926; DSG3-coupled beads, scFv-anti-DSG3-GFP binding; stronger effect = lower value; binding (percent of control), % at 10 µM; hit rate 0.48% among 310,000; AID 588358, 2011;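 active means binding more than 3 SD below its plate's average and above zero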; further: some compounds called inactive have numbers as strong as hits
dFosB activator: activators of delta FosB homodimer, primary screen, biochemical, fluorescence polarization, TAMRA-CDK5 oligo, single point; Protein FosB (Mus musculus), P13346; purified delta FosB; percent of positive-control signal above neutral wells; activation, % at 25 µM; hit rate 0.99% among 340,000; AID 493131, 2011;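 active means mean activation above about 17%, with every replicate also reaching it, limit read from the data, passing the limit was not always enough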;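 further: fluorescence polarization rise as delta FosB binds a TAMRA Cdk5 AP-1 oligo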
Starred values were filed as active, the others as inactive; · = no result given.

SMILES	CDK5 p35 inh	PKA-R1A activ	SUMO Mot1 rescue	MITF act	NSD2 HMT inh	SR-BI uptake up	SR-BI HDL uptake	PKA-R2B activ	Arr AP2 block	Pemphigus Ab inh	dFosB activator
O=C(CCc1ccccc1)OCC(=O)c1ccc(Br)cc1	0.9	-10	-14	-14	-1	12	-12	0	2	85	-5
O=S(=O)(c1ccc(F)cc1)N1CCC(N2CCCCCC2)CC1	5.2	-4	106	8	3	8	-8	-8	6	103	-8
COc1ccc(CCNc2ccncn2)cc1	0.7	4	0	·	-2	6	-6	-4	0	·	0
Cc1cccc(CC(=O)N2CCCC2)c1	-2.5	-6	29	·	-1	3	-3	2	-4	123	-1
CCOC(=O)C1=C(C)NC(=O)NC1c1ccco1 (configuration not stated)	1.4	10	5	-4	5	8	-8	-1	13	96	-3
CC1CCC(NC(=O)CCNS(=O)(=O)c2ccc3c(c2)CCC(=O)N3)CC1 (configuration not stated)	1.3	2	-1	-6	-1	21	-21	-5	-16	96	-8
CCCCSc1nnc2n(CCc3ccccc3)c(=O)c3c4c(sc3n12)COC(C)(C)C4	-0.7	-15	61	7	1	18	-18	-2	6	97	12
Cc1ccccc1NC(=O)N1c2ccccc2CC1C (configuration not stated)	-0.8	0	166	23	-2	-25	25	-3	6	93	3
O=C1C=C(c2ccccc2)CCC1	0.3	-12	43	-2	·	-6	6	-7	2	103	4
O=C1CN(C(=O)COC(=O)CCSc2ccccc2Cl)c2ccccc2N1	-0.1	-4	-2	4	·	11	-11	1	4	104	-13
CC(NC(=O)COC(=O)C1CCN(S(=O)(=O)c2ccccc2C(F)(F)F)CC1)c1ccccc1 (configuration not stated)	0.7	-1	-2	-3	-3	18	-18	-10	8	79	-10
Cc1cc(C)c(CN2CCC(n3nccc3NC(=O)CCOc3ccccc3)CC2)cc1C	-0.2	6	13	12	4	-51	51	-6	6	·	-17
Cc1ccc(S(=O)(=O)N/N=C/c2ccc(C(=O)O)cc2)cc1	-3.1	-6	2	-10	0	·	-3	-10	24	107	3
COC(=O)CCC(=O)OC1(C)C(=O)C2=CN(C3CCCC3)C(c3ccc(OC)cc3)=CC2=C(Br)C1=O (configuration not stated)	-0.6	13	0	-2	·	7	-7	-7	32	88	-1
COc1ccc(C(=O)Nc2cc([N+](=O)[O-])ccc2N2CCCC2)cc1	0.6	15	-5	2	·	-9	9	-10	-10	107	-3
CNC(=O)c1cccc(NC(=O)C(C)c2ccc3cc(OC)ccc3c2)c1 (configuration not stated)	-4.2	-2	79	·	-5	·	·	-6	-2	110	5
CCOCCCNC(=O)C(NC(=O)c1ccccc1O)c1ccc(C)cc1 (configuration not stated)	0.5	-11	18	0	-2	2	-2	-11	15	101	-2
Cc1ccc2nc(NC(=O)CNS(=O)(=O)c3ccc(Br)s3)sc2c1	-8.0	11	520*	6	-1	-6	6	-8	-3	102	19*
COc1ccc(C(=O)/C=C(/C)N(C)C)cc1	-1.5	-6	11	5	-1	13	-13	-9	13	·	-2
CCOc1ccc(/C=N/NC(=O)CN2CCSCC2)cc1	-0.1	1	-15	-1	-1	-19	19	2	3	103	-8
O=C(/C=C/Nc1ccc(S(=O)(=O)Nc2ncccn2)cc1)c1cccs1	1.5	0	-8	-7	6	15	-15	-6	18	104	-2
Cc1cccc(C(=O)OCC(=O)NCC2CCCO2)c1O (configuration not stated)	-2.5	-13	·	3	-5	3	-3	-3	11	101	-2
O=C(Nc1cccc(-c2cn3cccnc3n2)c1)c1ccc2c(c1)OCO2	-0.7	-5	-7	36	-3	-42	42	-4	0	129	-29
Cc1cc(C)c2nc(N3CCOCC3)c(C#N)cc2c1	-0.3	-7	2	-3	-8	-9	9	5	-7	112	-9
CCCOc1ccc2c(c1)C(=NN=C(N)N)c1cc(OCCC)ccc1-2	1.9	6	286*	4	8	-50	50	-11	-21	111	35*

Among those listed so far, 3 contain bromine.
SMILES	CDK5 p35 inh	PKA-R1A activ	SUMO Mot1 rescue	MITF act	NSD2 HMT inh	SR-BI uptake up	SR-BI HDL uptake	PKA-R2B activ	Arr AP2 block	Pemphigus Ab inh	dFosB activator
O=C(CCc1ccccc1)OCC(=O)c1ccc(Br)cc1	0.9	-10	-14	-14	-1	12	-12	0	2	85	-5
COC(=O)CCC(=O)OC1(C)C(=O)C2=CN(C3CCCC3)C(c3ccc(OC)cc3)=CC2=C(Br)C1=O (configuration not stated)	-0.6	13	0	-2	·	7	-7	-7	32	88	-1
Cc1ccc2nc(NC(=O)CNS(=O)(=O)c3ccc(Br)s3)sc2c1	-8.0	11	520*	6	-1	-6	6	-8	-3	102	19*

The listing picks up, starting five compounds before the break.
SMILES	CDK5 p35 inh	PKA-R1A activ	SUMO Mot1 rescue	MITF act	NSD2 HMT inh	SR-BI uptake up	SR-BI HDL uptake	PKA-R2B activ	Arr AP2 block	Pemphigus Ab inh	dFosB activator
O=C(/C=C/Nc1ccc(S(=O)(=O)Nc2ncccn2)cc1)c1cccs1	1.5	0	-8	-7	6	15	-15	-6	18	104	-2
Cc1cccc(C(=O)OCC(=O)NCC2CCCO2)c1O (configuration not stated)	-2.5	-13	·	3	-5	3	-3	-3	11	101	-2
O=C(Nc1cccc(-c2cn3cccnc3n2)c1)c1ccc2c(c1)OCO2	-0.7	-5	-7	36	-3	-42	42	-4	0	129	-29
Cc1cc(C)c2nc(N3CCOCC3)c(C#N)cc2c1	-0.3	-7	2	-3	-8	-9	9	5	-7	112	-9
CCCOc1ccc2c(c1)C(=NN=C(N)N)c1cc(OCCC)ccc1-2	1.9	6	286*	4	8	-50	50	-11	-21	111	35*
O=[N+]([O-])c1ccc(CN2CCC(Cc3ccccc3)CC2)cc1	0.4	-7	67	7	9	25	-25	-2	-8	93	-7
CCn1nc(CC(=O)Nc2ccc(-n3cnnn3)c(C)c2)c2ccccc2c1=O	-0.1	2	724*	-9	4	-28	28	-10	0	75	-9
Cc1nc(CN2CCN(Cc3nc(C(c4ccccc4)c4ccccc4)no3)CC2)cs1	0.8	·	-1	-1	-4	-12	12	·	0	104	0
CN(C(=O)CCNC(=O)N1CC(=O)Nc2ccccc21)C1CCCCC1	-0.7	-4	1	-10	-1	11	-11	-3	30	·	-1
N/C(=N\OC(=O)CCCOc1ccccc1)c1ccc(Br)cc1	-1.0	-2	·	-3	6	5	-5	-3	-11	99	7
C=CCN(c1ccccc1)S(=O)(=O)c1ccc2c(c1)N(C(C)=O)CCO2	-0.1	-1	3	-4	-3	19	-19	4	-1	·	1
O=S(=O)(NCCOc1ccccc1F)c1ccc(Cl)cc1F	0.7	4	25	-5	-2	19	-19	6	60*	·	-3
COc1ccccc1NS(=O)(=O)c1cc(NC(=O)CCC(=O)c2cccs2)ccc1Cl	0.7	7	-14	0	-1	20	-20	5	23	112	-12
CCC1(c2ccccc2)NC(=O)N(CC(=O)Nc2ccccc2N2CCCC2)C1=O (configuration not stated)	2.3	-6	-5	-7	9	16	-16	-16	6	112	-7
CC(=O)Nc1nc(C)c(C(C)=O)s1	-0.8	8	341*	-6	-4	-34	34	4	-7	101	-6
CCOCCCNC(=O)c1cn(CC)c2ccc(S(=O)(=O)N3CCCC3)cc2c1=O	-3.8	-9	-19	1	7	-3	3	-2	-5	105	-11
O=C(C[C@H]1C[C@H](C(=O)N2CCCCC2)[C@@]2(CCc3ccccc3)c3[nH]c4ccc(Cl)cc4c3CCN2C1=O)NCCc1ccccn1	0.3	-7	·	-50	·	56	-56	-2	-10	94	-7
Cc1ccc(C)c(OCc2nc3ccccc3[nH]2)c1	-4.2	-2	26	69	-2	-7	7	-4	10	104	-13
COc1ccc(N2CCN(C(CNC(=O)c3ccco3)c3cccnc3)CC2)cc1 (configuration not stated)	1.6	-8	9	2	0	21	-21	6	-5	113	-3
COc1ccc(S(=O)Cc2ccc(C(=O)NC3CC3)o2)cc1 (configuration not stated)	3.0	3	-11	0	-2	-2	2	2	17	98	-2
COc1ccc(-n2c(Cc3cccn3C)nnc2SCC(=O)Nc2ccc(F)cc2F)cc1	0.6	-5	-26	2	·	-8	8	-1	7	109	-6
NS(=O)(=O)c1cccc(NC(=O)c2cc3ccccc3o2)c1	0.0	-5	-10	49	9	-23	23	-8	-5	109	-8
CN(C)S(=O)(=O)n1cc(/C=C(\NC(=O)c2ccccc2Cl)C(=O)NCCN2CCOCC2)c2ccccc21	·	4	-12	12	-2	5	-5	4	8	105	-13
Cc1nn(C(C)c2n[nH]c(=S)n2-c2cccc(Cl)c2)c(C)c1[N+](=O)[O-] (configuration not stated)	0.0	-1	-4	-3	0	22	-22	2	3	103	0
C=CCCC(=O)Nc1nc(C)c(-c2csc(Nc3cc(Cl)ccc3OC)n2)s1	-0.3	-11	13	-3	·	-87	87*	6	-6	100	-9
COc1ccc(CCNS(=O)(=O)c2ccc3c(c2)CCCC3)cc1OC	-0.6	-4	-20	3	2	-8	8	-14	-8	·	-9

Arranged by the number under Arr AP2 block (falling): 3 of the compounds above.
canonical_smiles | Arr AP2 block
Cc1ccccc1NC(=O)N1c2ccccc2CC1C (configuration not stated) | 6
Cc1nn(C(C)c2n[nH]c(=S)n2-c2cccc(Cl)c2)c(C)c1[N+](=O)[O-] (configuration not stated) | 3
Cc1ccc2nc(NC(=O)CNS(=O)(=O)c3ccc(Br)s3)sc2c1 | -3

An unsorted share of the library; about 4.7% have a hit in one of these screens.
